PHOSPHO1 inh = PHOSPHO1 (human) inhibition | Q8TCT1 | recombinant PHOSPHO1, absorbance phosphatase assay | inhibition, % at 13.3 µM | hit rate 1.1% among 290,000 | AID 1565; in the data active means inhibition above about 60%
MEKK3 PB1 HTS = MEKK3-MEK5 PB1 interaction, increase or decrease; Q99759; bead-based flow cytometry, Alexa488-MEK5 binding to MEKK3; actives lie on both sides; 0 = blocked by unlabeled MEK5, 100 = vehicle; binding response (% of control), % at 10 µM; hit rate 1.4% among 290,000; AID 1529;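 active means binding response more than 3 SD above or below the average of its plate-row segment, actives on both sides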;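 further: Alexa488 bead fluorescence after subtracting the streptavidin-only scavenger bead signal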
VIM-2 inhibitor = blocks Pseudomonas aeruginosa VIM-2 metallo-beta-lactamase. inhibition, % at 5.6 µM. hit rate 0.89% among 290,000. purified VIM-2, nitrocefin hydrolysis, epi-absorbance fluorescence. AID 1527;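 active means inhibition above the mean of all tested compounds plus 3 SD, cutoff set per screening run, cut at about 7.5% in these data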;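 further: red hydrolysis product quenches plate fluorescence so inhibitors raise well fluorescence; 0% = enzyme with DMSO and 100% = DMSO without enzyme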
DNA FID counter = displaces DNA intercalator in HCV helicase counter-screen; DNA fluorescent intercalator displacement, fluorescence; inhibition, % at 7.9 µM; hit rate 0.17% among 290,000; AID 1845; in the data active means inhibition above about 37%;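 further: 0% = vehicle and 100% = reference compound; higher means more ethidium bromide displaced from hairpin DNA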
IDE cell activ = activators of human insulin-degrading enzyme in cells; P14735; HEK cells, FAbeta-B cleavage, fluorescence polarization; 0% vehicle, 100% cell-free pure enzyme wells; activation, % at 5.96 µM; hit rate 0.073% among 340,000; AID 493087;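 active means activation above the mean of all tested compounds plus 3 SD, set per screening campaign, cut at about 17% in these data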
pCIP destab = p/CIP protein destabilization. Q05BA5. F442A p/CIP-EGFP cells, EGFP fluorescence, 16 h. decrease of EGFP signal, % at 10 µM. hit rate 0.01% among 290,000;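 active means EGFP signal decrease of at least 30% at 10 µM or well 3 SD below plate mean, unless failing retest; inactive means the rest, including hits failing retest or dose response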; further: some compounds called inactive have numbers as strong as hits; many of its hits are not listed in these tables
Target sequence (Q05BA5 1-1403): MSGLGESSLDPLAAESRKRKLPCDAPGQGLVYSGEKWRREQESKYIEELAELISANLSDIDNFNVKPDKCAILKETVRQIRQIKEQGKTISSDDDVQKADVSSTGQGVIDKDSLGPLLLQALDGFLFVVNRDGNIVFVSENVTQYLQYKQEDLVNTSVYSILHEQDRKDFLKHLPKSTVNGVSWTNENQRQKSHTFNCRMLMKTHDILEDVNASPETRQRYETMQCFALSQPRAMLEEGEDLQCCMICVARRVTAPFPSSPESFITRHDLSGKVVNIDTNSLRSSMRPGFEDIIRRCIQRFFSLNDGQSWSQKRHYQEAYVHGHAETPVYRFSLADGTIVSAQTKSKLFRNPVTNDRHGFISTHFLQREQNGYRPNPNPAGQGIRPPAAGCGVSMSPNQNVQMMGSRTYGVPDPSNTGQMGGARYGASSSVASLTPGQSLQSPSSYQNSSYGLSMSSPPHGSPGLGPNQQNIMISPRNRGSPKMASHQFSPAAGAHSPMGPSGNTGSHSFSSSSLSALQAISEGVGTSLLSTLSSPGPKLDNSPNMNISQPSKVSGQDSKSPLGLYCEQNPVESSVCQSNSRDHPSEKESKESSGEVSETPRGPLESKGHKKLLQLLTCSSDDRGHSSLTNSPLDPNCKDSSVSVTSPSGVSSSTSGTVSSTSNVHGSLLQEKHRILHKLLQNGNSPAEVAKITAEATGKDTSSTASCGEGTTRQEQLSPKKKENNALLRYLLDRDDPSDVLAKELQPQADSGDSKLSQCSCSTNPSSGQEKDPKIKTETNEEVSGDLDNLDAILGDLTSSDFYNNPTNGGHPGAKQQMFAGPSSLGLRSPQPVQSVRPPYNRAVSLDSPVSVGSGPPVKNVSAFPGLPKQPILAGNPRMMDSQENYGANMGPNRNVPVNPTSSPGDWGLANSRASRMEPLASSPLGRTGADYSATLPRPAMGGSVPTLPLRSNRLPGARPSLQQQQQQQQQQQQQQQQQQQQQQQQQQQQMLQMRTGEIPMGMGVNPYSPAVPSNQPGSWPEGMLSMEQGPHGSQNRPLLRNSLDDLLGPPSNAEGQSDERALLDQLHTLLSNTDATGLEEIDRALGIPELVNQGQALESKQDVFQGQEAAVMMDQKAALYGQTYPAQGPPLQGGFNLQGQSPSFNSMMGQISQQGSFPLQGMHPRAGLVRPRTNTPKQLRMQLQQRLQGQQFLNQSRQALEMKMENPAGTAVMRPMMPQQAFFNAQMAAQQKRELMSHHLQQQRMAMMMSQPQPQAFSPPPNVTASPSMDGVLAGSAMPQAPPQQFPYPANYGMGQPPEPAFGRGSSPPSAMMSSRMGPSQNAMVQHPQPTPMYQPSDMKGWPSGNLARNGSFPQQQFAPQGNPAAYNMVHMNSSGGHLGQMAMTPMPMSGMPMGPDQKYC
UBC9 SUMO inh = SUMOylation inhibition. P63279. HTRF SUMOylation assay, SAE1/SAE2 + UBC9, in vitro. inhibition, % at 35 µM. hit rate 0.36% among 290,000; in the data active means inhibition above about 50%, passing the limit was not always enough; further: strong numbers were not always called active
IMP-1 inh = blocks Pseudomonas aeruginosa IMP-1 metallo-beta-lactamase; purified IMP-1, nitrocefin hydrolysis, epi-absorbance fluorescence; inhibition, % at 5.6 µM; hit rate 0.45% among 290,000; AID 1556;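 active means inhibition above the mean plus 3 SD of all compounds in the same screening run, cut at about 4.5% in these data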;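 further: 0% = IMP-1 with DMSO and 100% = DMSO wells lacking enzyme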
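Test system: recombinant IMP-1 enzyme, purified / Medium: HEPES buffer pH 7.1 with ZnSO4 and Brij 35 / Doses: single dose, 5.6 µM / Times: 25 °C, 15 min preincubation, 25 min reaction / Detection: Epi-absorbance via hydrolysed-nitrocefin quenching of white-plate fluorescence, 480/530 nm, EDTA stop / Evaluation: percent inhibition from optical density relative to buffer-blank wells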
NS3 helicase inh = inhibitors of Hepatitis C virus NS3 helicase | hit rate 0.56% among 290,000 | NS3 helicase DNA unwinding, Cy5 molecular beacon fluorescence | inhibition, % at 10.9 µM;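 active means inhibition above the mean of all tested compounds plus 3 SD, set per campaign, cut at about 35% in these data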;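 further: 0% = DMSO wells and 100% = thioflavine S control wells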
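Material: hepatitis C virus NS3 helicase domain fragment enzyme; measured by: Cy5 fluorescence, 0 and 60 min reads; control set: DMSO and thioflavine S; incubation: 60 min unwinding reaction at 25 °C after ATP addition; read-out basis: % inhibition from 60/0 min fluorescence ratio, DMSO 0%, thioflavine S 100%; repeats: singlicate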
* = called active by the depositor; . = not tested or not shown.

SMILES	PHOSPHO1 inh	MEKK3 PB1 HTS	VIM-2 inhibitor	DNA FID counter	IDE cell activ	pCIP destab	UBC9 SUMO inh	IMP-1 inh	NS3 helicase inh
C[C@H](NC(=O)[C@H]1N2C(=O)c3ccccc3C2SC1(C)C)C(=O)NCC1CCCO1 (stereo not given in full)	49	104	-0.9	-20	-4	0	4	-4.6	1
Cc1noc(C)c1S(=O)(=O)N1CCC(C(=O)NCCC2=CCCCC2)CC1	-10	102	-3.5	-6	4	-1	-2	-2.1	3
CCCSc1nc2c(c(=O)[nH]c(=O)n2C)n1C	3	98	-0.4	-4	3	4	-1	-1.7	-7
CCn1nc(C(C)C)cc1C(=O)N1CCCC(CO)(Cc2ccc(F)cc2F)C1 (stereo not given)	40	98	2.7	-66	1	-3	4	1.3	26
O=C(CC1C(=O)NCCN1CCCc1ccccc1)NCCc1ccccc1Cl (stereo not given)	54	102	-0.7	-20	3	-13	11	-1.8	-61
Cc1cc(=O)oc2cc(OCC(=O)NCCCN3CCCC3=O)c(Cl)cc12	33	100	-1.1	-26	-1	-15	13	-3.2	4
CN(C)CCn1c(=S)[nH]c2ncccc2c1=O	-17	98	-2.4	-2	3	-1	-2	-3.4	14
COc1cccc(C(=O)n2c(SC)nc3cc4c(cc32)OCCO4)c1	-2	93	-2.9	2	6	-1	-9	-1.4	2
Cc1cc2c3c(c1C)C(=O)C(=O)N3C(C)(C)CC2C (stereo not given)	28	92	-3.5	6	0	-15	-2	1.4	-4
CC(c1ccccc1)C1CC(=O)N(C2CCCCC2)C1=O (stereo not given)	-6	108	-3.0	-13	2	-8	1	2.9	14
COc1ccc(-c2nnc(SCC(=O)c3[nH]c(C)c(C(C)=O)c3C)o2)cc1	10	103	-3.1	-5	-5	-24	11	-3.5	5
COCCn1nnnc1C(c1ccc(OC)cc1OC)N1CCN(c2ccccc2F)CC1 (stereo not given)	-6	100	-1.3	-29	2	10	4	2.5	1
CCCCOCCCNC(=O)N[C@H](C(=O)OC)C(C)C	16	103	-4.0	-7	3	-12	27	-2.2	0
Cn1c(=O)c2c(nc(SC3C(=O)CC(C)(C)CC3=O)n2C)n(C)c1=O	59	105	.	.	5	2	-8	.	.
COc1ccc(OC)c(NC(=O)C2CCC(CNc3c(N4CCC(C)CC4)c(=O)c3=O)CC2)c1 (stereo not given)	15	91	-0.5	-39	6	3	18	-4.0	-10
Cc1c(C(=O)NC(C)CN2CCCCC2)oc2ccccc12 (stereo not given)	5	95	-2.4	-1	5	-18	17	-5.0	-3
S=C(NCc1cccs1)Nc1cc(Cl)cc(Cl)c1	30	105	-3.0	3	2	8	-11	-1.2	-11
O=C(c1ccc(OC2CCN(CCc3ccccc3)CC2)cc1)N1CCC[C@H]1CO	.	99	0.2	-1	3	-1	12	-1.9	-4
COC(=O)c1c(C)[nH]c(C)c1-c1ccccc1	7	103	-4.0	-3	5	18	4	-4.0	8
O=C(CN(Cc1cccs1)C(=O)CNS(=O)(=O)c1ccc(F)cc1)NCC1CCCO1 (stereo not given)	28	104	-1.8	-16	-3	3	10	-2.4	-5
Cc1ccccc1S(=O)(=O)Nc1nc2ccccc2nc1Cl	-10	95	-4.6	-13	-2	2	-14	-2.7	2
CCOc1cc(NC(=O)C2CC2)c(OCC)cc1NC(=O)c1ccccn1	24	106	-3.0	-3	2	5	5	0.5	1
COc1ccc(NC(=O)C(Sc2nnc3ccccn23)c2ccccc2)cc1Cl (stereo not given)	6	99	-0.3	-14	2	5	-18	-1.2	-8
CCOC(=O)c1[nH]c2cc(OC)c(OC)cc2c1NC(=O)c1nonc1C	17	99	0.9	-1	2	-17	-1	0.3	-4
C=CCN1C2=NCCCN2c2ccccc21	4	103	-0.4	-1	-3	-7	28	-2.2	-7
COc1ccc(-c2cn(Cc3ccc([N+](=O)[O-])cc3)nn2)cc1	-19	100	-1.0	-14	0	1	8	-2.0	26
CCOC(=O)/C(=C\c1cn(C)c2ccccc12)[N+](=O)[O-]	-8	103	-0.9	-6	2	-14	10	-4.1	8
C=CCOc1ccc(-c2nc3c(c(=O)[nH]c(=O)n3Cc3ccccc3)n2CCCOC)cc1	3	100	-3.8	-20	4	8	-24	-1.1	-12
CCOc1ccc2[nH]c(C)cc(=O)c2c1	6	109	-1.4	-4	-1	12	-4	-1.9	14
Cc1cc(=O)oc2cc(OCC(=O)Nc3nnc(C(C)C)s3)ccc12	-1	99	-1.7	7	3	3	-51	-1.4	10
CC(C)n1c(=S)[nH]c2c1c(=O)[nH]c(=O)n2C	62*	106	-1.6	-10	-14	1	-1	-2.6	9
CC1CCN(C(=O)c2cc(Cl)ccc2NC(=O)c2ccco2)CC1	31	103	-0.6	-13	7	-9	13	-2.6	-2
CCCNC(=O)COC(=O)c1cc(-c2ccc(OC)cc2)nc2ccccc12	8	99	2.1	-12	0	-4	29	-1.1	-15
Cc1cc(C)cc(N(CC(=O)N2CCn3c2nc2ccccc23)S(=O)(=O)c2c(C)noc2C)c1	7	111	1.9	-2	4	4	-11	-3.2	-9
COC(=O)CCN1CCC(c2cc(-c3cccc(C(F)(F)F)c3)n[nH]2)CC1	20	112	4.0	0	1	-1	20	-0.3	-13
CN(C(=O)CSc1nc2cc(Cl)ccc2c(=O)n1Cc1ccco1)C1CCS(=O)(=O)C1 (stereo not given)	24	99	-1.7	-17	-7	9	1	-2.4	17
COc1cccc(NC(=O)CC(C)=O)c1	2	96	-3.5	-19	4	-1	-14	-3.3	-10
CC(=O)COC(=O)c1cc(-c2ccc(C)cc2)nc2ccccc12	40	104	0.1	-5	8	-8	-5	-2.7	-9
Cc1cc(NC(=S)Nc2ccc(C)c(Cl)c2)n[nH]1	-51	97	-3.6	-4	-6	-17	5	-1.3	-10
CCc1nnc(NC(=O)Cn2nc(-c3ccc(OC)c(OC)c3)ccc2=O)s1	-12	113	-2.5	-20	3	-8	24	-4.7	-1
CCc1ccc(S(=O)(=O)NCc2csc(C)n2)cc1	18	98	-1.4	-11	0	-12	2	1.0	-2
CN(C)c1nnnn1-c1cccc(Oc2ncc(C(F)(F)F)cc2Cl)c1	-23	111	1.3	-21	2	-5	-7	-1.3	-9
Cc1cc(N/N=C/c2ccc(N(C)C)cc2)nc(NCc2ccccc2)n1	20	103	-3.8	2	.	-5	-10	-4.3	-63
Cc1ccn2c(NC(=O)c3ccco3)c(-c3ccccc3)nc2c1	0	100	-0.3	3	3	2	10	-2.6	-1
CCc1cc2c(SCC#N)ncnc2s1	13	54	2.4	-4	3	4	7	-0.7	-1
Cc1ccc(-n2nc3c(c2NC(=O)CCC2CCCCC2)CS(=O)C3)cc1 (stereo not given)	-13	95	-4.7	-38	-1	2	24	-3.2	4
Fc1ccccc1Nc1n[nH]c(=S)s1	48	96	-3.8	-4	6	14	18	-4.4	3
Cc1cc(Cl)c(S(N)(=O)=O)cc1OCC(N)=O	6	96	-4.8	2	1	2	-13	-0.8	-1
COc1cc(C(=O)OCC(=O)Nc2c(F)c(F)c(F)c(F)c2F)cc(OC)c1OC	-4	89	-3.2	-14	5	4	5	-0.2	6
O=C(NC1CCCC1)C(NS(=O)(=O)c1cccc2nsnc12)c1ccccc1 (stereo not given)	13	91	-4.3	-2	3	-12	-4	-3.2	10

Sorted by number of heavy atoms (lowest first): some entries from above.
SMILES	PHOSPHO1 inh	MEKK3 PB1 HTS	VIM-2 inhibitor	DNA FID counter	IDE cell activ	pCIP destab	UBC9 SUMO inh	IMP-1 inh	NS3 helicase inh
CCc1cc2c(SCC#N)ncnc2s1	13	54	2.4	-4	3	4	7	-0.7	-1
CCc1ccc(S(=O)(=O)NCc2csc(C)n2)cc1	18	98	-1.4	-11	0	-12	2	1.0	-2
Cc1ccn2c(NC(=O)c3ccco3)c(-c3ccccc3)nc2c1	0	100	-0.3	3	3	2	10	-2.6	-1
Cc1cc(N/N=C/c2ccc(N(C)C)cc2)nc(NCc2ccccc2)n1	20	103	-3.8	2	.	-5	-10	-4.3	-63

(next part)
SMILES	PHOSPHO1 inh	MEKK3 PB1 HTS	VIM-2 inhibitor	DNA FID counter	IDE cell activ	pCIP destab	UBC9 SUMO inh	IMP-1 inh	NS3 helicase inh
CC(=O)c1c(C)[nH]c(C(=O)NCc2cccs2)c1C	44	104	-1.4	1	4	0	7	-1.3	-2
Cc1c(Br)c(C(F)(F)F)nn1CC(=O)NCCN1CCOCC1	10	100	0.1	7	4	0	1	-0.1	-3
COc1ccc(N2Cc3cccc(C(=O)N4CCOCC4)c3C2=O)cc1	-3	102	-3.3	-7	2	5	-1	-3.1	2
Cc1ccc(S(=O)(=O)N(C)C2(C)CCS(=O)(=O)C2)cc1 (stereo not given)	7	76	-3.7	-3	-4	6	-12	-4.6	-4
FC(F)(F)c1ccc(Cl)c(NC2=NCCCCC2)c1	40	102	-2.1	-7	4	-13	1	-3.1	6
CCCOc1ccc(C(=O)NNC(=S)NC(=O)c2cccs2)cc1	2	101	-3.6	-41	-4	-3	-75	-3.3	34
c1ccc(Cn2nnnc2CN2CCOCC2)cc1	18	114	-2.9	-5	5	-5	-3	-3.2	-13
CCOC(=O)c1sc(=NC(=O)/C=C/c2cccs2)n(C)c1C	16	98	-1.8	-2	-3	-18	16	-4.7	1
O=C(c1ccccc1)N1CCN(C(=O)C23CC4CC(CC(C4)C2)C3)CC1	-13	105	-0.9	-24	4	10	-12	-0.7	-3
Cc1onc(-c2c(F)cccc2Cl)c1C(=O)NCCc1ccc(S(N)(=O)=O)cc1	-7	85	-0.8	-6	6	-13	8	-1.4	0
Cc1ccc(C(CC(=O)N2CCNCC2)c2ccccc2)c(O)c1C (stereo not given)	33	92	-2.2	-2	5	-6	-22	-1.6	-17
[O-]C1=N/[N+](=C/c2ccc(Cl)c(Cl)c2)CC1	14	98	-2.3	-2	3	-8	14	-4.6	-4
COc1cc(NC(=O)c2ccc([N+](=O)[O-])cc2)ccc1NC(=O)C(C)C	37	98	-2.9	1	.	-9	22	-3.4	11
Cn1c2c(c(=O)n(C)c1=O)CN(CC1CCCO1)CN2 (stereo not given)	0	100	-2.0	-3	2	0	16	-0.8	-7
O=C1N/C(=C/c2ccc(N3CCOCC3)cc2)C(=O)N1Cc1ccc(F)cc1	31	100	-3.0	-5	3	-4	24	-5.4	1
Cc1ccc(Sc2ncccc2[N+](=O)[O-])cc1	10	97	1.2	1	6	1	-8	-1.2	7
COCCNC(=O)CN(c1cc(C(F)(F)F)ccc1Cl)S(C)(=O)=O	-5	105	-2.1	-1	1	1	6	-5.4	17
CSC1=N/C(=C\c2ccccc2C)C(=O)S1	-13	87	-1.6	1	-1	5	9	2.0	19
CCN(c1ccccc1)S(=O)(=O)c1cccc(C(=O)Nc2ccc(C)cn2)c1	28	102	-0.1	-24	-3	-8	-6	-1.8	-10
Cc1cccc(CCN(C(=O)Cc2cccs2)C(C(=O)NC2CCCCC2)c2cccnc2)c1 (stereo not given)	16	105	-2.0	-1	4	-15	-4	-0.1	-1

Screens: PubChem, several laboratories

This is a subset, so the mix of outcomes need not match the whole.
